Assay outcomes (PubChem)
SRC2 inh: inhibits human steroid receptor coactivator 2; Q15596; HEK293 GAL4-SRC2 luciferase reporter, luminescence; inhibition, % at 9 µM; 370,000 tested, 0.17% active;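 active = inhibition above the mean inhibition of all tested compounds plus 3 SD, set per campaign, cut at about 52% in these data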;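 note: 0% = DMSO treated cells and 100% = cells given Gossypol at 36 µM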
NOD2-RIPK2 inh: blocks binding of human NOD2 to RIPK2; inhibition, % at 4.98 µM; CHO BLA complementation NOD2-RIPK2, CCF4 ratio; 360,000 tested, 0.38% active; O43353; in the data active = inhibition above about 21%;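 note: 0% = vehicle only and 100% = reference blocker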
Target sequence (O43353 whole entry, looked up): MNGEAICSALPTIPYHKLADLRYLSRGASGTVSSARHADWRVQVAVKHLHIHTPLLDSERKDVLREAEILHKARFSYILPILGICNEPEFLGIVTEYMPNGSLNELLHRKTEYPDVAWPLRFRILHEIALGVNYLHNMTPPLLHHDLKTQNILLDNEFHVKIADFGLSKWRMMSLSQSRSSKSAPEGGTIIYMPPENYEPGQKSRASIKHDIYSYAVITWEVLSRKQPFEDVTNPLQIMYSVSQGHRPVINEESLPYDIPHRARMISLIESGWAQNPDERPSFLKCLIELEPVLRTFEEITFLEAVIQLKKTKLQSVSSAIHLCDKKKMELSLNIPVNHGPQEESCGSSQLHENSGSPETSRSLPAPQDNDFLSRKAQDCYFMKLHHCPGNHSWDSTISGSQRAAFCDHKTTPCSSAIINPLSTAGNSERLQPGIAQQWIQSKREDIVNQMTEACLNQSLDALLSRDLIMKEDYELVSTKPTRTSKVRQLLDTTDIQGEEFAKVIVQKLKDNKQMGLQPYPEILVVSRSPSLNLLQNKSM
Cardio protect: myocardial damage modulation in H9c2 cells; H9c2 cardiomyocytes, H2O2 injury protection, ATPLite, 2 h; protection from H2O2 cell death, % at 20 µM; 360,000 tested, 0.63% active;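 active = compounds giving at least 50% protection of heart cells from peroxide-induced death in the single-dose screen, raw or plate-pattern-corrected value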;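 note: 0% = DMSO wells with peroxide and 100% = DMSO wells without peroxide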
MC4R ag barr: human MC4R agonism via beta-arrestin; U2OS MC4R beta-arrestin complementation, luminescence; percent of melanotan II response, DMSO zero; activation, % at 8.9 µM; 360,000 tested, 0.98% active; AID 540308;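 active = activation above a per-plate cutoff, the mean activation of sample wells on that plate plus 3 SD, cut at about 8% in these data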
ABHD5-PLIN5 inh: blocks binding of human ABHD5 to perilipin-5. Q00G26+Q8WTS1. Split G. princeps luciferase complementation, luminescence, 4 h. inhibition, % at 4 µM. 360,000 tested, 0.78% active;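 active = inhibition above the mean inhibition across every tested compound plus 3 SD, cut at about 22% in these data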;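 note: 0% = DMSO only wells and the 100% control is not disclosed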
MC4R antagonist: antagonists of human melanocortin 4 receptor (MC4R); MC4R-expressing cells, MTII-stimulated cAMP, LANCE TR-FRET; inhibition, % at 6.5 µM; 360,000 tested, 0.48% active; AID 540295;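 active = inhibition above its plate's cutoff, the mean of tested wells on that plate plus 3 SD, cut at about 29% in these data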;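 note: 0% = Melanotan II alone and 100% = Melanotan II plus saturating MCL0020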
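Material: U2OS-MC4R stable cell line | Reagent: Melanotan II challenge after compound preincubation | Doses: One concentration, 6.5 µM nominal | Incubation: 30-min compound preincubation, 1-h Melanotan II challenge, 1-h detection, room temperature | Signal: TR-FRET cAMP assay | Replicates: One well per compound, no replicates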
Glyco luc inh: N-linked glycosylation inhibition. D54 ERlucT glycosylation luciferase reporter, 24 h; percent of 100 nM tunicamycin response. reporter increase, % at 12.5 µM. 360,000 tested, 0.23% active. AID 588692;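 active = mean luciferase reporter signal, scaled so untreated is 0 and the glycosylation-blocking control 100, at or above a set limit in every replicate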;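 note: luciferase carries N-glycosylation sites so blocking glycosylation raises the light; 0% = median of neutral control wells and 100% = median of 100 nM tunicamycin wells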
ABCB6 inh MLPCN: blocks the human ABCB6 transporter; Q9NP58; K562-ABCB6 porphyrin accumulation, flow cytometry, 1 h; stronger effect = lower value; fluorescence ratio to DMSO, % at 10 µM; 360,000 tested, 0.19% active; AID 602162;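 active = fluorescence ratio to DMSO below 75%, the collection mean minus 3 SD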;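 note: signal is porphyrin accumulated inside mitochondria; 100% equals median channel fluorescence of DMSO control wells; lower ratio means ABCB6 inhibition with less porphyrin fluorescence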
HTR2A ag: agonists of mouse serotonin 5-HT2A receptor (HTR2A); P35363; CHO-K1 mHTR2A beta-arrestin complementation, luminescence; percent of 30 µM serotonin response; activation, % at 7.6 µM; 360,000 tested, 0.66% active; AID 624169;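 active = activation above a run cutoff, the mean activation of all tested compounds plus 3 SD, cut at about 14% in these data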;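 note: 0% = plate median of compound wells and 100% = 30 µM serotonin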
Target sequence (P35363 whole entry, looked up): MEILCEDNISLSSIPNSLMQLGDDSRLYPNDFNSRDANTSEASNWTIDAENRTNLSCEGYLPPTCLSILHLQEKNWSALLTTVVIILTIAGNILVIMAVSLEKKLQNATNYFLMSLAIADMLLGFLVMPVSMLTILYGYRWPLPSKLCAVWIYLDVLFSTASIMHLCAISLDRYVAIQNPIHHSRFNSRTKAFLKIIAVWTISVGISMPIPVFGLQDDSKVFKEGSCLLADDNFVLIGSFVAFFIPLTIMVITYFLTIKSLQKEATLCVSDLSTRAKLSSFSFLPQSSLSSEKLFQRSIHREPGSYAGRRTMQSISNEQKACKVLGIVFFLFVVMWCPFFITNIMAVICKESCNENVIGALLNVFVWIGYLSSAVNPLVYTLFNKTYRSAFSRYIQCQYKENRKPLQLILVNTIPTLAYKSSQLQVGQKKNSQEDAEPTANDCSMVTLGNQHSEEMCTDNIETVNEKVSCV
TLR9-MyD88 inh: inhibitors of human TLR9-MyD88 binding; 340,000 tested, 0.21% active; Q9NR96+Q99836; inhibition, % at 4.98 µM; AID 504734; CHO BLA complementation TLR9-MyD88, CCF4 FRET ratio;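 active = inhibition above the mean over all tested compounds plus 3 SD, cut at about 21% in these data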;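 note: 0% = DMSO only wells and 100% = clavulanate BLA inhibitor control wells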
* marks the source's active call; other numbers are inactive results; . = not tested or not shown.

SMILES	SRC2 inh	NOD2-RIPK2 inh	Cardio protect	MC4R ag barr	ABHD5-PLIN5 inh	MC4R antagonist	Glyco luc inh	ABCB6 inh MLPCN	HTR2A ag	TLR9-MyD88 inh
C[C@@H]1CN(S(=O)(=O)C(C)(C)C)[C@@H](CCO)/C1=C\c1ccccc1	2	2	0	-1.9	-8	8	-2	96	-4	-21
O=C(C(=O)N1CCCC1)c1c(-c2ccccc2)[nH]c2ccccc12	20	7	0	-1.7	-2	3	3	99	-7	1
C#CCNC(=O)C1=C[C@@H](c2ccc3c(c2)OCO3)[C@H](CCCO)[C@@H](OCC)O1	-13	1	4	-0.7	1	5	1	97	-4	2
O=C(Nc1ccccc1Br)C1CCCN1S(=O)(=O)c1cccc2nsnc12 (configuration not stated)	19	-7	-4	-1.5	3	3	8	91	-5	8
O=C(Nc1nc(-c2ccc(S(=O)(=O)N3CCCCCC3)cc2)cs1)c1cccs1	25	-29	-3	2.9	4	4	-6	86	2	-2
CCn1cc(C(=O)NCc2cccs2)c(=O)c2ccc(C)nc21	-5	-15	8	0.3	10	5	0	94	4	-9
Cc1cc(Nc2ncc(Cl)cc2Cl)n(-c2ccccc2)n1	4	6	2	1.6	-5	2	0	99	-1	-4
O=C(CCc1nnc(CCC2CCCCC2)o1)NCCn1cccn1	-15	0	4	-4.6	0	-5	1	94	0	-4
CCOc1ccc(-c2nnc(-c3ccco3)o2)cc1	-21	-3	-21	-2.0	2	2	-18	101	1	0
Cc1cc(/C=C(\C#N)C(=O)NCc2cccs2)c(C)n1-c1ccc([N+](=O)[O-])cc1	6	-6	-2	-1.8	-4	-7	-1	91	-6	4
O=C(Nc1ccccc1)Nc1ncc([N+](=O)[O-])s1	-31	6	-18	-0.8	2	3	-16	90	3	5
C=C(c1ccccc1Cl)[n+]1ccccc1	27	8	-3	0.2	1	-1	-1	100	1	-11
COc1cc2c(cc1OC)C(C(C)C)=NC(C)(C)C2	-36	-2	2	-1.3	7	1	0	101	-2	-2
CC(=O)N(c1nnc(-c2cccc(C)c2)s1)C1CCCC1	-16	0	-4	-1.1	3	-6	-1	99	0	-2
CCC(=O)n1nc(-c2ccc(OC)cc2)nc1NCc1cccs1	-16	-4	-24	-1.4	-12	5	0	99	-1	-1

Given field by field: part of the list above.
Cc1cc(/C=C(\C#N)C(=O)NCc2cccs2)c(C)n1-c1ccc([N+](=O)[O-])cc1
  SRC2 inh: 6
  NOD2-RIPK2 inh: -6
  Cardio protect: -2
  MC4R ag barr: -1.8
  ABHD5-PLIN5 inh: -4
  MC4R antagonist: -7
  Glyco luc inh: -1
  ABCB6 inh MLPCN: 91
  HTR2A ag: -6
  TLR9-MyD88 inh: 4
O=C(Nc1ccccc1)Nc1ncc([N+](=O)[O-])s1
  SRC2 inh: -31
  NOD2-RIPK2 inh: 6
  Cardio protect: -18
  MC4R ag barr: -0.8
  ABHD5-PLIN5 inh: 2
  MC4R antagonist: 3
  Glyco luc inh: -16
  ABCB6 inh MLPCN: 90
  HTR2A ag: 3
  TLR9-MyD88 inh: 5

Following part
SMILES	SRC2 inh	NOD2-RIPK2 inh	Cardio protect	MC4R ag barr	ABHD5-PLIN5 inh	MC4R antagonist	Glyco luc inh	ABCB6 inh MLPCN	HTR2A ag	TLR9-MyD88 inh
O=C1N=c2ccccc2=C1c1sc(=S)n(NC(=O)c2cccc(O)c2)c1O	-26	-2	14	-4.0	-9	8	0	100	1	-9
Cc1cc(C)n(CC(=O)NC2C(=O)N3C(C(=O)O)=C(CSc4nnc(C)s4)CSC23)n1 (configuration not stated)	-28	1	1	2.0	13	-5	1	92	3	-15
Cc1ccc2oc(=O)c3cnn(CC(=O)NCCc4ccsc4)c3c2c1	-10	4	18	-2.0	-6	6	-1	54*	0	11
Cc1ccc2c(c1)C(=O)CCN2	-39	1	1	-0.9	-7	1	2	97	-2	-1
COc1ccc(CNC(=O)COC(=O)[C@@H]2CCCN2C(=O)c2cccs2)cc1	-22	-5	-6	-2.4	-6	1	-1	93	-3	-6
CC(C)CCNC(=O)NC(=O)CSc1nnc(-c2ccccc2F)n1N	1	2	0	-0.7	1	9	7	101	-3	-12
COc1cc2c(cc1N)-c1ccc(N)cc1C2	-16	-12	-4	-0.9	-12	-12	-1	142	0	-10
Cc1ccccc1NC(=O)COC(=O)c1ccccc1SCC(=O)N1CCCC1	12	-8	1	-3.0	-4	0	0	103	1	-6
CC1CCN(S(=O)(=O)c2ccc3c(c2)oc(=O)n3CC(=O)N2c3ccccc3CC2C)CC1 (configuration not stated)	6	-12	-6	-0.8	-2	1	-2	98	0	1
CN(Cc1nccn1C)C(=O)c1cc(COc2ccc3ncccc3c2)on1	20	4	-12	-3.1	-1	4	-1	99	3	-10
COc1ccc(CNC(=O)C2CC(O)CN2C(=O)Nc2ccccc2)cc1 (configuration not stated)	2	-2	4	2.6	7	-1	1	96	6	-2
O=C1NN(c2ccccc2)C(=O)/C1=C\c1ccccc1	9	-3	0	-1.4	-11	3	4	98	10	6
CCOc1ccccc1OCC(=O)Nc1cc(C)on1	10	0	-3	-2.4	-2	4	-2	97	-2	0
CN(c1ccccc1)S(=O)(=O)c1cccc(NC(=O)CCN2C(=O)C3CCCCC3C2=O)c1 (configuration not stated)	14	7	5	-1.5	-3	8	-1	88	5	-4
Nc1ccc(-n2nncc2-c2ccccc2)cc1	2	4	6	-2.4	0	6	-1	106	1	6
O=C(C1CCCO1)N1CCN(c2ccc(F)cc2)CC1 (configuration not stated)	17	-4	-2	-0.2	-4	1	2	97	-2	14
CN(C)c1ccc(/C=C/C(=O)c2ccc3c(c2)OCO3)cc1	-31	55*	-17	-0.3	-1	0	12	165	-7	19
Cc1ccc(S(=O)(=O)N2CCCC2c2nc3ccccc3s2)cc1 (configuration not stated)	-4	-4	-5	-0.4	0	7	1	98	-3	5
CCOc1ccc(N(CC(=O)NN=C2CCCC2)S(C)(=O)=O)cc1	-15	4	4	-2.5	6	21	1	96	-2	-9
CCOC(=O)C1CCN(C(=O)CC2(CC(=O)O)CCCC2)CC1	11	-9	-3	0.5	-2	1	-1	89	-4	0
CCOc1ccccc1NC(=O)C(OC(=O)c1ccccc1)c1ccccc1 (configuration not stated)	-13	-5	-1	-1.9	-6	5	-2	96	-3	3
O=C(COC(=O)CCNS(=O)(=O)c1ccc(Cl)cc1)NCc1ccccc1	13	-9	-1	-0.6	-7	-5	2	98	14	-7
COc1cccc(C(=O)N2CCN(Cc3ccccn3)CC2)c1OC	-20	6	-1	-1.2	1	-1	0	96	-2	0
CC(C)CC(=O)Nc1nc2c(c(=O)[nH]1)CCCC2	-3	2	-1	-1.8	5	19	-1	87	0	-3
COc1ccc(NC(=O)CN(C)C2CCS(=O)(=O)C2)cc1 (configuration not stated)	19	4	-4	-2.0	-1	15	1	101	-2	-6
O=C(CNC(=O)c1ccncc1)N/N=C/c1ccccc1[N+](=O)[O-]	10	5	0	-0.8	2	2	1	100	0	0
Cc1cccc(C)c1NC(=O)CCn1cnc2ccccc2c1=O	1	0	3	-1.4	3	15	1	94	1	7
Cn1c(SCC(=O)Nc2ccc3c(c2)CCC3)nnc1C1CC1	-20	5	4	-0.3	3	5	-1	105	0	-1
CNc1cncc(-c2ccc(OC)c(OC)c2)n1	-5	-1	5	-1.8	6	2	-6	100	-5	.
O=C(NC(=S)Nc1cc([N+](=O)[O-])ccc1O)c1ccc2c(c1)OCO2	-71	3	-9	-2.5	-2	6	-12	108	-2	-10
N=c1oc2cc(O)ccc2cc1C(=O)Nc1nc2ccccc2s1	-45	-41	-8	0.7	-6	-5	-9	109	4	-66
CC1CC(Nc2ccccc2N)=CC(=O)O1 (configuration not stated)	-57	-16	11	-0.8	5	4	3	105	3	-22
CCCCCc1c(CC)ncn1CCc1ccccc1OC	34	-7	.	.	17	.	.	94	-6	.
CCCc1nc2oc3ccccc3c(=O)c2c(=O)n1CCCOC	-5	2	-2	1.6	-3	21	2	98	3	-12
Nn1c(SCC(=O)N2CCCCCC2)nnc1-c1ccco1	-4	0	2	-1.5	-8	7	2	98	-4	-12
COC(=O)c1ccc(Cn2c(O)c(N=NC(N)=S)c3ccccc32)o1	-1	-6	18	-1.6	2	-30	-1	100	-2	9
N#CCN1C(=O)NC2(CCCc3sccc32)C1=O (configuration not stated)	-8	-11	-1	-0.2	7	-2	2	168	-2	2
Cc1ccc(C(=O)OCC(=O)NC(=O)Cc2ccccc2)c(O)c1	-12	-1	-3	-1.6	0	1	1	102	1	-8
COc1ccc(CN2CCC(C)(Oc3ccc4c(c3)OCO4)C2)c2ccccc12 (configuration not stated)	20	-12	-9	-0.5	5	5	0	96	3	.
CCC/C(=N\NC(=O)C1CCCC1)c1ccccc1	-5	-3	-4	-2.2	4	16	.	99	0	-15
CCn1c(SC(C)C(=O)Nc2ccc(N3CCOCC3)cc2)nnc1C1CC1 (configuration not stated)	3	-5	-2	-1.2	6	0	-1	97	4	-3
CN(C)C(=O)CSc1nnc(CCCCCNC(=O)OC(C)(C)C)o1	-22	-23	10	-1.3	-3	-1	-1	95	-1	5

Copied from the listing for reference:
SMILES	SRC2 inh	NOD2-RIPK2 inh	Cardio protect	MC4R ag barr	ABHD5-PLIN5 inh	MC4R antagonist	Glyco luc inh	ABCB6 inh MLPCN	HTR2A ag	TLR9-MyD88 inh
C[C@@H]1CN(S(=O)(=O)C(C)(C)C)[C@@H](CCO)/C1=C\c1ccccc1	2	2	0	-1.9	-8	8	-2	96	-4	-21
O=C(C(=O)N1CCCC1)c1c(-c2ccccc2)[nH]c2ccccc12	20	7	0	-1.7	-2	3	3	99	-7	1
C#CCNC(=O)C1=C[C@@H](c2ccc3c(c2)OCO3)[C@H](CCCO)[C@@H](OCC)O1	-13	1	4	-0.7	1	5	1	97	-4	2
O=C(Nc1ccccc1Br)C1CCCN1S(=O)(=O)c1cccc2nsnc12 (configuration not stated)	19	-7	-4	-1.5	3	3	8	91	-5	8
O=C(Nc1nc(-c2ccc(S(=O)(=O)N3CCCCCC3)cc2)cs1)c1cccs1	25	-29	-3	2.9	4	4	-6	86	2	-2
CCn1cc(C(=O)NCc2cccs2)c(=O)c2ccc(C)nc21	-5	-15	8	0.3	10	5	0	94	4	-9
Cc1cc(Nc2ncc(Cl)cc2Cl)n(-c2ccccc2)n1	4	6	2	1.6	-5	2	0	99	-1	-4
O=C(CCc1nnc(CCC2CCCCC2)o1)NCCn1cccn1	-15	0	4	-4.6	0	-5	1	94	0	-4
CCOc1ccc(-c2nnc(-c3ccco3)o2)cc1	-21	-3	-21	-2.0	2	2	-18	101	1	0
Cc1cc(/C=C(\C#N)C(=O)NCc2cccs2)c(C)n1-c1ccc([N+](=O)[O-])cc1	6	-6	-2	-1.8	-4	-7	-1	91	-6	4
O=C(Nc1ccccc1)Nc1ncc([N+](=O)[O-])s1	-31	6	-18	-0.8	2	3	-16	90	3	5

This is a subset (hit frequency here may not be typical).
